tim10-1 inh – growth inhibitors of tim10-1 mutant yeast. S. cerevisiae tim10-1 ts strain growth, BacTiter-Glo, 24 h. inhibition, % at 20 µM. 2.2% of 330,000 active;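 active = inhibition of at least 40%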;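 note: mutant grown at 25 °C; 0% = DMSO wells with yeast and 100% = wells holding no yeast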
Mdm2-MdmX inh – human Mdm2/MdmX binding inhibition; O15151+Q00987; SaOS-2 split-luciferase Mdm2/MdmX complementation, luminescence; inhibition, % at 8 µM; 3% of 330,000 active;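 active = inhibition of at least 50% at 8 µM in the primary screen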
Target sequence (O15151 whole entry, looked up): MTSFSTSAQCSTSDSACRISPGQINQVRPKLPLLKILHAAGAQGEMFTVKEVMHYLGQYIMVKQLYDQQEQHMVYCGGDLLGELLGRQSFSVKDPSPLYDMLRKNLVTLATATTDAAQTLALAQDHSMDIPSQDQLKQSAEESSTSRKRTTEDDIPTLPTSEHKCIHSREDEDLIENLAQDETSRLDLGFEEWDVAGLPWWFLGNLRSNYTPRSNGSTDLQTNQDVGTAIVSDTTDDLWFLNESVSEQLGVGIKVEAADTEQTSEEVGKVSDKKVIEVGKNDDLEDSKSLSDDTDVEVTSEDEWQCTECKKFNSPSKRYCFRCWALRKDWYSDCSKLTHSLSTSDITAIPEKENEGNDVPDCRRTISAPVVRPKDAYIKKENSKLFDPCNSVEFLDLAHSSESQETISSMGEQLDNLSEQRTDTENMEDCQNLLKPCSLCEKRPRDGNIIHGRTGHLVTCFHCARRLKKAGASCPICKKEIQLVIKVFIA
Target sequence (Q00987 whole entry, looked up): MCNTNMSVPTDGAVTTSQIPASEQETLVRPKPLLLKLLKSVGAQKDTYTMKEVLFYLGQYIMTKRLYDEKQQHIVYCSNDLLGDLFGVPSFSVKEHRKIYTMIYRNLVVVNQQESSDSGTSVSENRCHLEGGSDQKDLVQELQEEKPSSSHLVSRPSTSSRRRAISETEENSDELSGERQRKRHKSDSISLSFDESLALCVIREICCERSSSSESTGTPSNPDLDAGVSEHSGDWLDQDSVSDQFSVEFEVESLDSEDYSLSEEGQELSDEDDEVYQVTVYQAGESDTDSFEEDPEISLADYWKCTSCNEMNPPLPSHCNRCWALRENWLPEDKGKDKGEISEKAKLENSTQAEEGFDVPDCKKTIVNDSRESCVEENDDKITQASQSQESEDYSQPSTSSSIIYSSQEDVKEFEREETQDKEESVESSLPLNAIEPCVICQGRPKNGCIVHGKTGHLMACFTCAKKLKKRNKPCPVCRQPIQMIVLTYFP
TIM10 inh – TIM10 yeast growth inhibition | AID 463195 | S. cerevisiae TIM10 strain growth, BacTiter-Glo luminescence, 24 h | 1.4% of 330,000 active | inhibition, % at 10 µM;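 active = inhibition of 40% or more at the single tested concentration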;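 note: wild-type TIM10 isogenic control strain grown at permissive 25 °C; 0% = DMSO yeast wells and 100% = minimal medium wells without yeast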
UPR CHOP act – apoptotic UPR (CHOP) activation | 0.34% of 330,000 active | activation, % at 10 µM | AID 449763 | CHO-CHOP luciferase reporter, luminescence; percent of tunicamycin response over DMSO baseline;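 active = at 10 µM dose, activation of 40% or more, normalized to positive control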;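 note: 100% = tunicamycin at 10 µg/mL and 0% = DMSO alone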
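System: CHO-CHOP luciferase reporter cell line | Buffer or medium: F12 medium containing 10% fetal bovine serum | Doses: One dose, 10 µM in 0.5% DMSO | Times: 6 h compound exposure at 37 °C after overnight seeding | Signal: Luciferase luminescence | Read-out: % activation vs tunicamycin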
UPR XBP1 act – adaptive UPR (XBP1) activation; CHO-XBP1 luciferase reporter, IRE1-XBP1 UPR activation, luminescence; percent of tunicamycin response, DMSO as zero; activation, % at 20 µM; 0.33% of 330,000 active; AID 463104;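 active = versus positive control, 20 µM dose yields 30% or more activation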;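 note: 100% = tunicamycin at 10 µg/mL and 0% = DMSO only wells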
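Material: CHO cell line with stable XBP1 luciferase reporter; schedule: 16-18 h cell attachment at 37 °C, then 6 h compound exposure; signal: glow luminescence from Steady-Glo reagent; medium: serum-containing F12 medium, 10% FBS; benchmarks: tunicamycin 10 µg/mL and vehicle-only wells; read-out: percent activation relative to tunicamycin reference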
APJ agonist – APJ receptor agonism; CHO-K1 APJ PathHunter beta-arrestin, luminescence; 0% DMSO wells, 100% apelin; activation, % at 20 µM; 0.11% of 330,000 active;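 active = activation more than six SD over the plate average, tested at 20 µM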;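 note: 0% = DMSO alone and 100% = apelin-13 at 10 nM; some results filed as inactive read as strong as hits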
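system = engineered CHO-K1 APJ arrestin reporter cells | input = 1000 cells per well | timing = overnight seeding, 90 min compound at 25 °C, 1 h detection | measured by = enzyme-fragment complementation luminescence | read-out = beta-arrestin recruitment to APJ as agonist activity, luminescent signal | control set = negative DMSO alone, positive Apelin-13 at 10 nM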
APJ antag – antagonists of human APJ apelin receptor. 0.32% of 330,000 active. inhibition, % at 20 µM. P35414. CHO-K1 APJ beta-arrestin complementation, luminescence;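 active = inhibition above about 40% at 20 µM, limit read from the data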;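 note: cells challenged with 10 nM apelin-13 agonist together with compound; plate controls were apelin-13 plus DMSO wells for no effect and DMSO wells lacking apelin-13 for full effect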
tim23-1 inh – growth inhibitors of tim23-1 mutant yeast; S. cerevisiae tim23-1 growth, BacTiter-Glo luminescence, 24 h; inhibition, % at 20 µM; 1.3% of 330,000 active;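 active = growth inhibition of the mutant yeast at or above 50%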;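 note: temperature-sensitive mutant grown at 25 °C; plate controls were DMSO-treated mutant yeast for no effect and medium wells lacking yeast for full effect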
CXCR6 block – inhibitors of human CXCR6 receptor; O00574; CHO-K1 PathHunter CXCR6 beta-arrestin, luminescence; inhibition, % at 20 µM; 0.36% of 360,000 active; AID 602244; in the data active = inhibition above about 34%, passing the limit was not always enough;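 note: antagonist mode with CXCL16 agonist at 10 nM final; 0% = 10 nM CXCL16 with DMSO and 100% = unstimulated wells without agonist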
Numbers without * were called inactive; nt = not tested or not shown. A portion of the library. The share of hits here may be higher or lower than overall.

entry	molecule	tim10-1 inh	Mdm2-MdmX inh	TIM10 inh	UPR CHOP act	UPR XBP1 act
1	COc1ccc(CN=Cc2c(C(=O)O)[nH]c3ccccc23)cc1	-2	-8	8	2.1	-2
2	CN(C)C(=O)c1nc2ccc(Cl)cn2c1CN1CCN(c2ncccn2)CC1	9	2	-8	-1.1	2
3	COC(=O)N/C(C)=C1/NC(=O)c2ccccc2C(c2ccccc2)N1 (stereo not given)	2	-13	-11	-1.7	-1
4	COc1ccc(NC(=O)CSc2nnc(C3CC3)n2C)cc1	-9	-23	6	1.7	-1
5	CCCC/C=C/C(NC(=O)c1ccc(C(=O)OC)cc1)c1ccccc1 (stereo not given)	-9	27	-15	-2.1	-4
6	CCSc1nnc(NC(=O)CSc2nncc(=O)n2N)s1	8	26	4	-0.9	1
7	CCOC(=O)Cn1ccc(NC(=O)c2ccc(F)cc2)n1	-14	15	3	-0.7	-3
8	CNC(=O)c1cccn1-c1ccsc1C(=O)OC	13	30	6	0.5	2
9	CCn1c(CNC(=O)c2ccccc2Br)nnc1SCC(=O)Nc1nncs1	-2	10	-7	1.8	-2
10	Cc1cc2c(cc1S(=O)(=O)N(C)Cc1ccccc1)n(C)c(=O)c(=O)n2C	-4	25	3	1.2	-1
11	CCCn1cc(SCC(N)=O)c2ccccc21	-6	8	-2	1.2	3
12	O=C(COC(=O)CNC(=O)c1ccc(-c2ccccc2)cc1)NCc1ccco1	12	-17	-8	-0.2	-1
13	Cc1ccc(NC(=O)O/N=C/c2c(C)nn(C(C)(C)C)c2C)cc1Cl	21	80*	10	-10	-11
14	O=C(c1ccc(Cl)c(S(=O)(=O)N2CCOCC2)c1)N(Cc1ccco1)Cc1cccs1	9	9	1	-1.2	0
15	O=C(Cc1ccc(Br)cc1)NC1CCN(Cc2ccccc2)CC1	-63	50	-42	2.8	7

entry	APJ agonist	APJ antag	tim23-1 inh	CXCR6 block
1	-3	-6	-2	2
2	-4	4	16	8
3	-5	-5	15	0
4	-2	0	-2	5
5	-2	7	14	8
6	-1	-2	23	3
7	-3	4	-4	-1
8	4	12	15	2
9	-2	-2	-5	0
10	-4	-49	-1	5
11	1	2	-4	-4
12	-4	-6	13	-4
13	3	-12	22	-4
14	-6	-2	8	-2
15	-1	0	-5	1

An excerpt of these results, with values under each structure.
Value order – tim10-1 inh | Mdm2-MdmX inh | TIM10 inh | UPR CHOP act | UPR XBP1 act | APJ agonist | APJ antag | tim23-1 inh | CXCR6 block
7	CCOC(=O)Cn1ccc(NC(=O)c2ccc(F)cc2)n1
    -14 | 15 | 3 | -0.7 | -3 | -3 | 4 | -4 | -1
8	CNC(=O)c1cccn1-c1ccsc1C(=O)OC
    13 | 30 | 6 | 0.5 | 2 | 4 | 12 | 15 | 2

Other entries follow:
entry	molecule	tim10-1 inh	Mdm2-MdmX inh	TIM10 inh	UPR CHOP act	UPR XBP1 act
16	CC1CCCC(NC(=O)c2cc(S(=O)(=O)N3CCOCC3)ccc2F)C1C (stereo not given)	19	24	8	0.7	-6
17	COc1sc(SC)cc1/C=N/NC(=O)c1ccncc1	-3	17	3	-1.5	-2
18	CN(C)CCCNC(=O)c1cc(C(=O)Cc2ccccc2)c[nH]1	0	4	2	2.4	2
19	CCCNC(=O)NC(=O)COC(=O)c1ccc(S(=O)(=O)N(C)c2ccccc2OC)cc1	-4	34	-11	3.2	-1
20	CCN(c1ccccc1)S(=O)(=O)c1ccc(Cl)c(NC(=O)CNCc2ccccc2OC)c1	27	19	29	0.3	-4
21	O=S(=O)(c1ccccc1)c1ncc(C(F)(F)F)cc1O	13	4	11	0.3	0
22	Cc1cc(=O)[nH]c2ccc(S(=O)(=O)Nc3ccccc3)cc12	-20	8	-6	0.3	-8
23	COc1ccc(/C=N/NC(=O)C2c3ccccc3-c3ccccc32)cc1	20	7	12	-1.7	-2
24	CCOc1ccc2oc(C(=O)N3CCN(c4ccccn4)CC3)c(C)c2c1	38	19	31	-0.7	-1
25	CCn1c(=O)c(C(=O)NNC(=O)c2ccccc2Br)c(O)c2ccccc21	13	37	1	-0.3	0
26	CN(C)C(=O)c1cc(C(=O)c2ccccc2Cl)c[nH]1	-8	-24	-8	0.3	-3
27	CCN1C[C@@H]2[C@@H]3C(=O)N(Cc4ccccc4)C(=O)[C@@H]3[C@](C)(C(=O)OC)N2C1=NC1CCCCC1	-4	33	-20	2.3	-1
28	COCCNc1nnc(SC(C)C(=O)Nc2c(C)n(C)n(-c3ccccc3)c2=O)s1 (stereo not given)	-6	35	0	0.1	-4
29	CC(=O)NCCc1c(C)n(Cc2ccccc2)c2ccccc12	20	-2	6	0.5	-2
30	COc1cc(C(=O)Oc2c(OC)cc(C(=S)N3CCOCC3)cc2OC)cc(OC)c1OC	15	18	-1	-0.3	-4

entry	APJ agonist	APJ antag	tim23-1 inh	CXCR6 block
16	2	-4	19	-2
17	1	8	9	-5
18	-1	-4	-5	-2
19	1	-3	19	-6
20	-3	2	35	0
21	1	6	21	4
22	-3	11	4	6
23	-1	-21	30	-4
24	4	9	31	-2
25	-3	21	25	-2
26	-4	5	-9	-2
27	nt	nt	8	-1
28	-2	13	-2	5
29	-1	7	12	-9
30	0	-1	11	2

11 compounds already listed, sorted by count of non-hydrogen atoms, lowest first:
entry	molecule	tim10-1 inh	Mdm2-MdmX inh	TIM10 inh	UPR CHOP act	UPR XBP1 act
26	CN(C)C(=O)c1cc(C(=O)c2ccccc2Cl)c[nH]1	-8	-24	-8	0.3	-3
17	COc1sc(SC)cc1/C=N/NC(=O)c1ccncc1	-3	17	3	-1.5	-2
22	Cc1cc(=O)[nH]c2ccc(S(=O)(=O)Nc3ccccc3)cc12	-20	8	-6	0.3	-8
18	CN(C)CCCNC(=O)c1cc(C(=O)Cc2ccccc2)c[nH]1	0	4	2	2.4	2
15	O=C(Cc1ccc(Br)cc1)NC1CCN(Cc2ccccc2)CC1	-63	50	-42	2.8	7
23	COc1ccc(/C=N/NC(=O)C2c3ccccc3-c3ccccc32)cc1	20	7	12	-1.7	-2
16	CC1CCCC(NC(=O)c2cc(S(=O)(=O)N3CCOCC3)ccc2F)C1C (stereo not given)	19	24	8	0.7	-6
28	COCCNc1nnc(SC(C)C(=O)Nc2c(C)n(C)n(-c3ccccc3)c2=O)s1 (stereo not given)	-6	35	0	0.1	-4
19	CCCNC(=O)NC(=O)COC(=O)c1ccc(S(=O)(=O)N(C)c2ccccc2OC)cc1	-4	34	-11	3.2	-1
30	COc1cc(C(=O)Oc2c(OC)cc(C(=S)N3CCOCC3)cc2OC)cc(OC)c1OC	15	18	-1	-0.3	-4
27	CCN1C[C@@H]2[C@@H]3C(=O)N(Cc4ccccc4)C(=O)[C@@H]3[C@](C)(C(=O)OC)N2C1=NC1CCCCC1	-4	33	-20	2.3	-1

entry	APJ agonist	APJ antag	tim23-1 inh	CXCR6 block
26	-4	5	-9	-2
17	1	8	9	-5
22	-3	11	4	6
18	-1	-4	-5	-2
15	-1	0	-5	1
23	-1	-21	30	-4
16	2	-4	19	-2
28	-2	13	-2	5
19	1	-3	19	-6
30	0	-1	11	2
27	nt	nt	8	-1

Next compounds follow.
entry	molecule	tim10-1 inh	Mdm2-MdmX inh	TIM10 inh	UPR CHOP act	UPR XBP1 act
31	COc1cc(OC)cc(C(=O)NCc2n[nH]c(=S)n2-c2ccccc2OC)c1	6	-4	-6	0.5	-3
32	COc1cc(OC)cc(C(=O)N2CCN(C(=O)c3ccc(-c4ccccc4)cc3)CC2)c1	11	-10	20	-0.8	-2
33	CC(C)(C)C(=O)/C=c1\[nH]c(=O)/c(=C\c2ccc(C#N)cc2)s1	29	4	25	2.3	0
34	Cc1ccc(C2=NS(=O)(=O)N(C)C(C(=O)NCc3ccccc3)=C2)cc1	6	11	-3	1.2	-1
35	O=C(NCC1CCCO1)C1CCCCN1S(=O)(=O)c1ccc(F)cc1 (stereo not given)	12	9	-7	1.5	0
36	CN(C)c1ccc(/C=N/NC(=O)c2ccccc2O)o1	10	6	8	2.7	0
37	O=C(NCc1cccnc1)c1cc(S(=O)(=O)N2CCCC2)c(Cl)cc1Cl	15	29	8	2.6	-1
38	Cc1sc2nc(C)n(/N=C/c3ccccc3)c(=O)c2c1C	22	8	-7	-1.2	2
39	Cc1cc(=O)oc2c3c(cc(OCC(=O)N4CCC[C@H]4C(=O)O)c12)OC(C)(C)CC3	7	27	-1	1.8	-1
40	CN(C(=O)COC(=O)c1cc(Br)c(Br)s1)C1CCS(=O)(=O)C1 (stereo not given)	12	24	-19	-0.8	0
41	O=C(Cc1coc2ccc3ccccc3c12)NCc1cccs1	10	1	-15	0.4	-1
42	COC(=O)c1ccc(N2CCOCC2)c(NC(=O)c2cccnc2)c1	11	1	5	1.4	-2
43	COc1cc(CNCc2ccccc2)cc(Cl)c1OC	4	17	8	0.4	-2
44	CCOC(=O)C1CCN(C(c2cccnc2)c2c(NC(=O)c3ccco3)sc(C)c2C)CC1 (stereo not given)	6	-11	-6	-0.2	2
45	COCCn1c(N)c(C(=O)OCc2ccccc2)c2nc3ccccc3nc21	43*	26	30	-1.0	2
46	O=C(CC(O)(c1ccccc1)C(F)(F)C(F)F)c1cccs1 (stereo not given)	6	19	16	1.4	-1
47	O=C(COC(=O)c1ccc(F)cc1)Nc1cc(S(=O)(=O)N2CCOCC2)ccc1N1CCCC1	1	-2	6	-1.1	-2

entry	APJ agonist	APJ antag	tim23-1 inh	CXCR6 block
31	-2	19	3	-10
32	-1	-12	8	1
33	-7	8	20	14
34	-3	1	17	0
35	-4	27	4	3
36	-3	11	19	0
37	-1	7	0	-10
38	-4	18	16	-2
39	-3	12	10	1
40	1	-1	8	-5
41	-4	1	15	-4
42	-3	10	13	2
43	-2	1	12	5
44	-5	10	2	28
45	-8	36	41	4
46	-4	18	5	3
47	1	3	7	6
